Luc counter – Counterscreen for Luciferase (Kinase-Glo TM) Inhibition; Kinase-Glo luciferase, ATP luminescence, 8 min; Potency, µM (top dose mostly 38.3 µM), inactives show at the top dose activity change, negative = inhibition, most hits filed as inhibitors; 200,000 tested, 0.28% active; AID 1379, 2008; note: potency is the fitted concentration of half-maximal effect; % is set by controls: 0 for no effect and ±100 for the full control effect; nearly all actives have a fitted effect of over 60% in size
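Kinase-Glo luciferase light output from ATP and luciferin was measured with 10 uM ATP, within the enzyme's linear range. Buffer: 50 mM imidazole pH 7.2, 50 mM KCl, 7 mM MgCl2, 0.01% Tween 20, 0.05% BSA; luminescence read after 8 min at ambient temperature.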
NPSR antagonist – qHTS Assay for Antagonists of the Neuropeptide S Receptor: cAMP Signal Transduction; 220,000 tested, 1% active; Q6W5P4; CHO-NPSR cells, cAMP TR-FRET, antagonist mode; Potency, µM (top dose mostly 38.3 µM), for inactives: top-dose activity change, negative = inhibition, usual class: inhibitors; note: potency is the fitted concentration of half-maximal effect; % is set by controls: 0 for no effect and ±100 for the full control effect; nearly all actives have a fitted effect of over 50% in size; many of its hits are not listed in these tables
LMNA splice mod – qHTS Assay for Modulators of Lamin A Splicing; HeLa LMNA splicing GFP/RFP minigene ratio, 48 h; Potency, µM (series often up to 46.1 µM), for inactives: at the top dose ratio change, negative = inhibition, usual class: inhibitors; AID 1487, 2009; 200,000 tested, 0.01% active; active = well fitted inhibition curve with a large enough effect in the signal ratio, with a control signal flat, not every such curve was filed as active; inconclusive = small, poorly fitted or top-dose-only effect, or effect the other way, or a change in a side signal; the % refers to the signal ratio; note: potency is the fitted concentration of half-maximal effect; % is set by controls: 0 for no effect and ±100 for the full control effect
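S3 HeLa stable clones carrying a lamin A-EGFP splicing minigene plus DsRed2 were seeded at 600 cells/well in Opti-MEM with 2% FBS, pin-dosed and incubated 48 h at 37°C. Acumen cytometry (488 nm) gave the GFP/RFP total-intensity ratio.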
CBFb RUNX1 block – qHTS Assay for Compounds Blocking the Interaction Between CBF-beta and RUNX1 for the Treatment of Acute Myeloid Leukemia | Potency, µM (doses to about 59.8 µM), inactives show top-dose activity, negative = inhibition, actives largely listed as inhibitors | AID 1477, 2009 | 230,000 tested, under 10 active | AlphaScreen CBFb-His/RUNX1-biotin binding, biochemical; note: % of control where 0% means no effect
Target sequence (Q01196 whole entry, looked up): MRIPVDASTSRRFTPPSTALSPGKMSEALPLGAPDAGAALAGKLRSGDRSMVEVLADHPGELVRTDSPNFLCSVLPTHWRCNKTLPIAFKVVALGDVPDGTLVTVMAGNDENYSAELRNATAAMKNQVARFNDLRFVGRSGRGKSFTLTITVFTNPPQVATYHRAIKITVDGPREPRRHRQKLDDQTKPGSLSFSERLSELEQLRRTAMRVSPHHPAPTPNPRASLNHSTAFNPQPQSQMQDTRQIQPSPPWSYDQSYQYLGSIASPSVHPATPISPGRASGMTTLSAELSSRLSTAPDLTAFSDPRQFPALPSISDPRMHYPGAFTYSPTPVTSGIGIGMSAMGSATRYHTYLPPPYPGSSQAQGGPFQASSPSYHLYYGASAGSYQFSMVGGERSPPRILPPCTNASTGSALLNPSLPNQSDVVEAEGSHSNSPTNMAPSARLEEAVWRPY
Target sequence (Q13951 whole entry, looked up): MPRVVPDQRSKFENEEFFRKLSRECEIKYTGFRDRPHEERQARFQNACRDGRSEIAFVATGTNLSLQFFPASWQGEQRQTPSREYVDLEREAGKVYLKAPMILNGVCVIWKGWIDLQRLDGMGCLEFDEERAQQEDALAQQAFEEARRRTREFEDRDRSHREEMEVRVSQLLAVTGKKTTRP
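Read-out: AlphaScreen. Format: His-CBF-beta with biotinylated RUNX1 (30 nM each) preincubated 20 min, compound 15 min, Ni-chelate plus streptavidin beads 90 min; room temperature throughout.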
Epigenetic reg – Quantitative High-Throughput Screen for Regulators of Epigenetic Control; murine LDR cells, GFP reporter derepression, 30 h; Potency, µM (highest dose often 53.9 µM), for inactives: at the highest dose GFP activation, most hits filed as activators; 280,000 tested, 0.2% active; note: potency is the fitted concentration of half-maximal effect; % of control where 0% means no effect; nearly all actives have a fitted effect of over 60% in size
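GFP-positive cell count by laser-scanning cytometry (objects 20–120 um) after 30 h, 37 C compound exposure of murine LDR cells; reporter is CMV-GFP integrated at a silenced locus, inducible by HDAC or DNMT inhibitors.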
IMPase Li cell – qHTS Assay for Identifying the Cell-Membrane Permeable IMPase Inhibitors: Potentiation with Lithium. CHO-M1 cells, IP1 TR-FRET (IP-One), carbachol + lithium. 210,000 tested, 0.35% active. Potency, µM (titrated, usually from 59.4 µM), for the others: at the highest dose activity, negative = IMPase inhibition, usual class: inhibitors. AID 1457, 2008;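 note: IP1 builds up when IMPase is blocked and the TR-FRET signal falls; potency is the fitted concentration of half-maximal effect; plate controls were basal vehicle for no effect and high inhibitor control for full effect; nearly all actives have a fitted effect of over 50% in size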
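Readout is a homogeneous TR-FRET IP1 immunoassay (Ex 320, Em 665 and 620), where raised cytosolic IP1 lowers signal. Cells were CHO-M1 treated 30 min at 37C with test compounds plus a little lithium; AC50 values came from Hill-equation fitting.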
GLA spleen mod – qHTS Assay for Inhibitors and Activators of Human alpha-Galactosidase From Spleen Homogenate; Alpha-galactosidase A (Homo sapiens), P06280; Potency, µM (series often up to 80 µM), for the others: at the top dose activity change, negative = inhibition, actives largely listed as inhibitors; human spleen homogenate, 4MU-alpha-Gal fluorescence, 40 min; 240,000 tested, 0.008% active; AID 2107, 2009;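 note: potency is the fitted concentration of half-maximal effect; 0% = enzyme with vehicle and -100% = no enzyme basal signal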
Target sequence (P06280 32-429 limits assumed): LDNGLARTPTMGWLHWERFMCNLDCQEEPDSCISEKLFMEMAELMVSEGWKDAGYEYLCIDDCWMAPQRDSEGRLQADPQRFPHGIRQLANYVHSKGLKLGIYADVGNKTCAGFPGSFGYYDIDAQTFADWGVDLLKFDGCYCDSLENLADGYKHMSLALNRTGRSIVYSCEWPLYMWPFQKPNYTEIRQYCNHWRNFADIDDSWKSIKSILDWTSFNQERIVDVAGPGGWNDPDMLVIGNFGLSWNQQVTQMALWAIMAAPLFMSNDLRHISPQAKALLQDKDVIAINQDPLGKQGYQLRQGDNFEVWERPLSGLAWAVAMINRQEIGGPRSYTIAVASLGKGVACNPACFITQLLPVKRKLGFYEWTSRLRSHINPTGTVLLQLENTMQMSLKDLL
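Fluorogenic readout (Ex 365/Em 440 nm) of 4-methylumbelliferone released from 1 mM 4-MU-alpha-galactoside by spleen homogenate, 40 min at 37C, pH 5.0. Data normalized to no-enzyme and enzyme controls; Hill-equation AC50 from compound titrations.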
The depositor's hits bear a star; ? = inconclusive; . = not tested or not shown; & = joins results of further samples; [ ] = another dose, or the depositor's remark. Unless noted, calls come from the whole dose curve; as a rule, active = well fitted curve in the direction sought with a large enough effect; inconclusive = small, poorly fitted or top-dose-only effect, or another doubt; inactive = no such curve, though single readings can be large; an effect the other way counts as inactive or inconclusive. Only part of the results is shown; rates above refer to the full screens.

The opening three entries (preview)
SMILES	Luc counter	NPSR antagonist	LMNA splice mod	CBFb RUNX1 block	Epigenetic reg	IMPase Li cell	GLA spleen mod
O=C(CSc1ccc(F)cc1)NCCSc1ccccc1	4%	-4%	?	?	-0.2%	8%	-1%
CCN1CCN(C(c2ccc(F)cc2)c2nnnn2Cc2cccs2)CC1 (configuration not stated)	-2%	14%[46.1 µM]	-3%	0%	-0.1%	-3%[38.3 µM]	19%
CC(OC(=O)c1cccc(S(=O)(=O)Nc2ccccc2F)c1)C(=O)NCc1ccc2c(c1)OCO2 (configuration not stated)	11%	-24%	-16%	0%	1.1%	11%	3%

Results, previewed entries included:
SMILES	Luc counter	NPSR antagonist	LMNA splice mod	CBFb RUNX1 block	Epigenetic reg	IMPase Li cell	GLA spleen mod
O=C(CSc1ccc(F)cc1)NCCSc1ccccc1	4%	-4%	?	?	-0.2%	8%	-1%
CCN1CCN(C(c2ccc(F)cc2)c2nnnn2Cc2cccs2)CC1 (configuration not stated)	-2%	14%[46.1 µM]	-3%	0%	-0.1%	-3%[38.3 µM]	19%
CC(OC(=O)c1cccc(S(=O)(=O)Nc2ccccc2F)c1)C(=O)NCc1ccc2c(c1)OCO2 (configuration not stated)	11%	-24%	-16%	0%	1.1%	11%	3%
Cc1ccc2nc(-c3ccccc3)cc(C(=O)NCCCn3ccnc3)c2c1	0%	-8%[46.1 µM]	-2%[0.0737 µM]	1%	-2.0%	-5%[38.3 µM]	-6%
O=C(C1=C[C@H](C2CC2)C[C@H](OCc2ccc(CO)cc2)O1)N1CCOCC1	.	-8%	.	7%	1.0%	-6%	11%
CCOC(=O)c1sc2nc(C3CC3)cc(-c3ccc(OC)cc3)c2c1N	-8%	22%[46.1 µM]	8%	17%	-1.1%	-28%[38.3 µM]	8%
O=C(Nc1cccc(Cl)c1N1CCCC1)c1ccc([N+](=O)[O-])o1	2%	-18%	?	1%	-1.5%	14%	4%
CN(C(=O)COc1ccc(Br)cc1Cl)C1CCCCC1	2%	?	?	7%	1.3%	4%	-4%
COc1ccc(N2CCN(C(=O)C3Cc4ccccc4CN3C(=O)c3ccccc3)CC2)cc1 (configuration not stated)	2%	-32%	-19%[46 µM]	-2%	2.5%	-1%	9%
O=C(Nc1nc2ccc(Cl)cc2s1)c1ccc(Br)o1	-5%	-14%[46.1 µM]	7%	0%	0.0%	13%[38.3 µM]	2%

A draw from above in order of length of the SMILES, rising:
SMILES	Luc counter	NPSR antagonist	LMNA splice mod	CBFb RUNX1 block	Epigenetic reg	IMPase Li cell	GLA spleen mod
O=C(Nc1nc2ccc(Cl)cc2s1)c1ccc(Br)o1	-5%	-14%[46.1 µM]	7%	0%	0.0%	13%[38.3 µM]	2%
CCN1CCN(C(c2ccc(F)cc2)c2nnnn2Cc2cccs2)CC1 (configuration not stated)	-2%	14%[46.1 µM]	-3%	0%	-0.1%	-3%[38.3 µM]	19%
O=C(C1=C[C@H](C2CC2)C[C@H](OCc2ccc(CO)cc2)O1)N1CCOCC1	.	-8%	.	7%	1.0%	-6%	11%

Next results
SMILES	Luc counter	NPSR antagonist	LMNA splice mod	CBFb RUNX1 block	Epigenetic reg	IMPase Li cell	GLA spleen mod
Cc1cc(NC(=O)c2cc(-c3ccccc3C)nc3ccccc23)no1	-8%	-1%	10%	-10%	-1.0%	-3%	0%
Cc1csc(SC(C)C(=O)NCC2CCCCC2)n1 (configuration not stated)	10%	3%	-5%[46 µM]	5%	-2.6%	-1%	-2%
c1ccc2c(c1)[nH]c1c(NCC3CCCO3)ncnc12 (configuration not stated)	.	3%[46.1 µM]	?	3%	-7.0%	.	-1%
Cn1c(N)c(C(=O)CSc2nnc(-c3ccccc3F)n2N)c(=O)n(C)c1=O	.	16%	.	8%	1.0%	.	8%
COc1cc(/C=N/NC(=O)c2cc(-c3cccs3)nc3ccccc23)ccc1O	.	51%	.	-12%	0.1%	.	7%
CCC(=O)OCC(=O)C1(OC(=O)CC)C(C)CC2C3CCC4=CC(=O)C=CC4(C)C3(Cl)C(O)CC21C (configuration not stated)	-1%	.	.	9%	-1.3%	12%	-23%
C[N+](C)(C)CCCN(Cc1ccc2c(c1)OCO2)C(=O)NC1CCCCC1	.	-4%	.	3%	0.1%	.	6%
COc1cccc(C2=NOC(C(=O)NCc3ccccn3)C2)c1 (configuration not stated)	-2%	-9%[46.1 µM]	-7%	0%	-2.0%	-13%[38.3 µM]	-3%
CC1(O)CCC(C(C)(C)O)CC1 (configuration not stated)	2%[39.9 µM]	.	20%	?	-3.1%	9%	-4%&-2%&12%
Cc1cccc(C(=O)Nc2ccccc2SCC(=O)Nc2ccc(C)c(Cl)c2)c1	5%	-28%	?	5%	1.0%	?	-4%
CCc1oc2c(C)c(O)ccc2c(=O)c1-c1ccc2ccccc2n1	-4%	-4%[46.1 µM]	25%	-1%	0.8%	-2%[38.3 µM]	-2%
COc1cccc(CNC(=O)CCC2CCCN(C(=O)c3ccc(OC)c(F)c3)C2)c1 (configuration not stated)	-3%	9%	?	-4%	1.1%	6%	0%
COc1ccc(-n2c(C)cc(-c3csc(NC(=O)c4ccc(S(=O)(=O)N(C)C)cc4)n3)c2C)cc1	-5%	?	?	-1%	15%	-5%	-1%
COc1ccc(-c2cc(C(F)(F)F)nc(SCC(=O)NCc3cccs3)n2)cc1OC	1%	5%	?	15%	-1.8%	-1%	32%
CCC(=O)NCc1cc(-c2nn(C)c(=O)c3ccccc23)ccc1OC	-4%	7%	.	-3%	-0.1%&0.0%	10%	7%
CCCCNC(=O)CCN1N=C(c2ccccc2)CCC1=O	-1%	6%	.	0%	-2.5%	-3%	-3%
Fc1ccccc1SCc1nnc(-c2ccccc2Br)o1	-8%	-31%	?	15%	-1.4%	8%	8%
Cc1ccccc1Cn1nnc(-c2cccc(C(=O)O)c2)n1	-1%	-14%[46.1 µM]	23%	9%	0.0%	14%[38.3 µM]	2%
Cc1cn[nH]c1	-3%	-3%[46.1 µM]	?	19%	0.1%	-16%	22%
Nc1ncnc2nc(Sc3ccc(Cl)cc3)[nH]c12	4%	-16%[46.1 µM]	?	6%	1.3%	-6%[38.3 µM]	-3%
O=c1[nH]c(SCc2nc3ccccc3c(=O)n2-c2ccccc2)nc2ccccc12	-5%	-4%	-3%	7%	0.0%	13%	3%
CCN=C1SC(C(=O)Nc2cccc(OCC)c2)CC(=O)N1CC (configuration not stated)	1%	-5%[46.1 µM]	-3%	4%	0.0%	-2%[38.3 µM]	2%
N=c1ccn2c(n1)O[C@@H]1[C@H](O)[C@H](CO)O[C@@H]12	-1%	.	.	18%[21.7 µM]	8.4%	4%	12%
O=C(Oc1ccccc1N1CCOCC1)c1sccc1Br	.	?	-1%[46 µM]	8%	0.0%	.	10%
CC1CN(C(=O)Cc2ccc(-c3ccccc3)cc2)CC(C)O1 (configuration not stated)	-8%	-4%[46.1 µM]	?	-2%	-0.9%	4%[38.3 µM]	9%
Cc1ccc(C(c2nnnn2CCc2ccccc2)N2CCSCC2)cc1 (configuration not stated)	1%	?	-1%	8%	1.3%	38%[activator][38.3 µM]	2%
Cc1ccc(C(=O)N(CC#N)CC#N)cc1C	-3%	-12%	?	8%	-2.9%	5%	3%
COC(=O)C1=C(NC(=O)COc2ccc3ccccc3c2)CCS1	2%	-36%	-8%	1%	-1.0%	10%	1%
COC(=O)c1[nH]c2ccc(Br)cc2c1NC(=O)CN1CCN(C2CCCCC2)CC1	5%	-12%[46.1 µM]	-19%	0%	4.5%	16%[38.3 µM]	-5%
O=C(c1cccs1)N(Cc1cc2ccccc2[nH]c1=O)c1ccccc1	-1%	-1%	?	-3%	0.0%	1%	4%
Cc1ccc(S(=O)(=O)Cc2ccc(C(=O)N3CCc4ccccc4C3)o2)cc1	-2%	-16%[46.1 µM]	1%	?	-0.8%	0%[38.3 µM]	7%
Cc1ccc(NNC(=O)c2c(F)cccc2Cl)cc1C	.	-4%[7.67 µM]	.	3%	-0.4%	.	2%
CCCc1cc(=O)[nH]c(SCc2ccc(C#N)cc2)n1	-1%	-4%[46.1 µM]	-2%	1%	-1.0%	0%[38.3 µM]	0%
CCOC(=O)N1CCC(NC(=O)c2ccc(CS(=O)(=O)c3ccccc3C)o2)CC1	0%	?	-18%	1%	3.1%	-4%[38.3 µM]	1%
CCOC(=O)CN(c1ccccc1)S(=O)(=O)c1ccc(F)cc1	3%	-15%	?	11%	-0.6%	12%	5%
CCCCC1(C)OC(=O)C(=Cc2ccc(SC)cc2)C(=O)O1 (configuration not stated)	-1%	31%	21%[46 µM]	0%	0.2%	-3%	10%
O=C(N=Nc1c(O)[nH]c2ccc([N+](=O)[O-])cc12)c1cc(-c2ccccc2Cl)nc2ccccc12	-1%	-23%	-12%	-1%	0.0%	-5%	11%
O=C(Nc1ccc(O)cc1)c1cc2ccccc2c(=O)s1	-2%	14%	?	10%	1.1%	-3%	2%
CC(O)c1ccc2c(c1)OCCOCCN(C)CCOCCO2 (configuration not stated)	1%	3%[46.1 µM]	-7%	1%	-6.0%	-4%[38.3 µM]	5%
Cc1ccnc(NS(=O)(=O)c2ccc(NC(=O)C3CCCO3)cc2)n1 (configuration not stated)	-3%	8%[46.1 µM]	10%	1%	0.7%	1%[38.3 µM]	10%
C=C(C)CN(CC)C(=O)CC1C(=O)NCCN1CC(C)(C)C (configuration not stated)	.	17%	.	5%	-1.2%	.	5%
Cc1nn(CC(O)CN2c3ccccc3Sc3ccccc32)c(C)c1Br (configuration not stated)	-2%	6.3µM*	?	-14%	-6.4%	13%[38.3 µM]	2%
COc1ccc(N2C(=O)CC(N3CCN(c4ccc(S(=O)(=O)N5CCCC5)cc4)CC3)C2=O)cc1 (configuration not stated)	4%	-13%[46.1 µM]	5%	6%	-2.0%	18%[38.3 µM]	-10%
Cn1c(=O)c(=O)n(C)c2cc(S(=O)(=O)N3CC(=O)N(CCc4ccccc4)C(=O)C3)ccc21	.	-9%	.	10%	0.0%	.	-9%
S=C(NCCc1ccccn1)Nc1cc(Cl)cc(Cl)c1	.	?	.	2%	-6.3%	.	-6%
COC(=O)Cn1c2ccccc2c2nc(=O)cc(C)n21	.	9%	.	-1%	-0.2%	5%	6%

Screens deposited in PubChem BioAssay by National Center for Advancing Translational Sciences (NCATS).
